Screens as filed in PubChem BioAssay.
MEX-5 binding = C. elegans MEX-5 TCR-2 RNA binding activity; AID 1832; 0.38% of 300,000 active; Q9XUB2; activity score (negative = inhibition of binding), % at 10 µM; MEX-5/FITC-TCR2 RNA binding, fluorescence polarization; stronger effect = lower value;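 active means inhibition past about -25% in most replicates, and total fluorescence under double the plate's negative control median, limit read from the data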;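 further: 0% = DMSO and -100% = 5 µM competing unlabeled TCR2 RNA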
GLD-1 RNA inh = GLD-1-TGE RNA interaction inhibition (C. elegans); Q17339; purified GLD-1 + fluorescein TGE RNA, fluorescence polarization; inhibition, % at 5.96 µM; 0.44% of 320,000 active;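 active means percent inhibition above a per-plate cutoff, the plate mean of test compounds plus 3 SD, cut at about 30% in these data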;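 further: 0% = DMSO wells with GLD-1 and probe and 100% = wells lacking GLD-1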
GSTO1 counter = blocks human GSTO1 in RBBP9 counter-screen | P78417 | recombinant GSTO1, activity-based probe fluorescence polarization | inhibition, % at 5.96 µM | 1.1% of 300,000 active | AID 1974;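 active means inhibition above the campaign mean inhibition plus 3 SD, cut at about 35% in these data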;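 further: 0% = GSTO1-1 with DMSO and 100% = wells lacking GSTO1-1 enzyme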
Bcl-xL primary = blocks human Bcl-xL binding to Bim BH3 peptide | Q07817 | GST-Bcl-xL / FITC-Bim BH3 peptide fluorescence polarization | inhibition, % at 10.9 µM | 0.7% of 320,000 active | AID 2129;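 active means inhibition above the mean of all tested compounds plus 3 SD, cutoff set per campaign, cut at about 30% in these data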;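 further: 0% = DMSO wells and 100% = unlabeled Bim-BH3 peptide competitor; inhibitors lower millipolarization by displacing the labeled peptide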
PME-1 inh = PME-1 (human) inhibition; Q9Y570; recombinant PME-1, FP-Rh probe fluorescence polarization; inhibition, % at 5.9 µM; 0.53% of 320,000 active;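 active means inhibition above the campaign mean of all compounds plus 3 SD, cut at about 26% in these data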;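 further: competitive labeling of PME-1 active site by serine hydrolase directed probe; 0% = PME-1 with DMSO and 100% = wells lacking PME-1 enzyme; inhibitors block probe labeling so polarization falls and inhibition rises; many of its hits are not listed in these tables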
Target sequence (Q9Y570 whole entry, looked up): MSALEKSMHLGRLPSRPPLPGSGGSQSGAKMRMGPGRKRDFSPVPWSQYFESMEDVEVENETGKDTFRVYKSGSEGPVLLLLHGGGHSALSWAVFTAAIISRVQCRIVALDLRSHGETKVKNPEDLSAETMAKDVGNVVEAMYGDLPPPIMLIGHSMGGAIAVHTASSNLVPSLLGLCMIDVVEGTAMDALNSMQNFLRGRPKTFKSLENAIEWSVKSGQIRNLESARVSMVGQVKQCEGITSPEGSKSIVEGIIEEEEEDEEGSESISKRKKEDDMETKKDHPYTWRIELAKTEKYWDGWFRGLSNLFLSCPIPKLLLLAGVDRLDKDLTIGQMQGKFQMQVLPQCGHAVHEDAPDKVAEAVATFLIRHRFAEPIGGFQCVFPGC
TPT1 inh = C. albicans TPT1 enzyme inhibition; recombinant caTPT1, FP RNA substrate dephosphorylation; inhibition, % at 5 µM; 0.81% of 300,000 active;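 active means inhibition above the mean of all tested compounds plus 3 SD, set per screening campaign, cut at about 24% in these data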;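 further: plate controls were DMSO alone for no effect and ferristatin control at 100 nM for full effect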
Fam108B inh = blocks mouse Fam108B hydrolase in RBBP9 counter-screen | inhibition, % at 9.51 µM | 0.33% of 300,000 active | AID 1947 | recombinant Fam108B, FP-Rh probe fluorescence polarization;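 active means inhibition above the screen mean inhibition plus 3 SD, computed separately per campaign, cut at about 18% in these data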;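 further: inhibitors lower polarization as less probe binds the enzyme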
MCL1-BIM inh = disrupts human MCL1 binding to BIM-BH3 peptide; Q07820; GST-MCL1 / FITC-Bim-BH3 fluorescence polarization; inhibition, % at 10.9 µM; 0.68% of 320,000 active; AID 2057;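 active means inhibition above the mean inhibition of all tested compounds plus 3 SD, set per campaign, cut at about 40% in these data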;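 further: 0% = DMSO wells and 100% = unlabeled Bim-BH3 peptide control; higher means more loss of mP so more displacement of Bim peptide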
PAD4 FP inh = PAD4 (human) enzyme inhibition. recombinant PAD4, RCA probe fluorescence polarization. inhibition, % at 6.36 µM. 0.41% of 330,000 active. AID 485272;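 active means percent inhibition above a cutoff equal to the mean of all tested compounds plus 3 SD, cut at about 15% in these data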;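 further: 0% = PAD4 with RCA probe and DMSO and 100% = probe without PAD4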
Target sequence (Q9UM07 whole entry, looked up): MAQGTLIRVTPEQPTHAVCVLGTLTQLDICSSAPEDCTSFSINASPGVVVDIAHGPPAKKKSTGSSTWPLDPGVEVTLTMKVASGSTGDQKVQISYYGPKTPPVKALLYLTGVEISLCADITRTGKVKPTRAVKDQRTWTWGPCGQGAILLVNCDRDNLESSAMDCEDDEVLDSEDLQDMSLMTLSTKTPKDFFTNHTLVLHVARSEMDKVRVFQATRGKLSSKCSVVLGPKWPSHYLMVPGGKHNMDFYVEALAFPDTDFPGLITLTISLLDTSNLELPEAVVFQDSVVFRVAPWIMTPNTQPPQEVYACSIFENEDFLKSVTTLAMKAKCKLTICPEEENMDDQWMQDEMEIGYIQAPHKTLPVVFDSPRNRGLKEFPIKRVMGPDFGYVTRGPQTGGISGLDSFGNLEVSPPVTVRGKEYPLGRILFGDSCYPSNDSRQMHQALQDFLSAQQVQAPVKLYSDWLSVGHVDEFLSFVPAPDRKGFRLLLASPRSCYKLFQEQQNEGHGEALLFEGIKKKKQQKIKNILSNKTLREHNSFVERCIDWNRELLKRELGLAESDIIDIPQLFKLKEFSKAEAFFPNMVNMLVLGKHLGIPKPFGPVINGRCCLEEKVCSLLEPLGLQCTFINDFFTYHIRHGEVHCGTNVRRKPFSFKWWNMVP
Starred values were filed as active, the others as inactive; x = not tested or not shown. This is a subset; the hit share may differ from the screen's.

Below each SMILES: MEX-5 binding, GLD-1 RNA inh, GSTO1 counter, Bcl-xL primary, PME-1 inh, TPT1 inh, Fam108B inh, MCL1-BIM inh, PAD4 FP inh
Nc1ccc2c(c1)N=[N+]([O-])c1cc(N)ccc1C2
 : -2.4, -1, 1, 4, -9, -6, -1, 5, 6
CC(=O)c1ccc(N2C(=O)NC3(CCCCC3)C2=O)cc1
 : -2.6, -2, -1, 8, -7, -1, 0, -4, -4
O=[N+]([O-])c1ccc(N/N=C/c2ccc[nH]2)cc1
 : x, -11, -12, -45, 24, 64*, 12, -89, -6
Cc1ccc(S(=O)(=O)N(CC(=O)NCC2CCCO2)C2CCCCC2)cc1 (stereo not drawn)
 : 2.3, 2, 2, 3, -1, -2, 0, 2, 4
C/C(=N\NC(=O)C1CC1)c1ccc2c(c1)OCCO2
 : -2.1, 1, 1, 7, 4, 2, 2, 1, -2
CC(C(=O)Nc1sccc1C(N)=O)N1C(=O)C2CC=CCC2C1=O (stereo not drawn)
 : 3.8, 1, -4, 1, 7, 2, 9, 1, 3
O=C1c2ccc([N+](=O)[O-])cc2C(=O)N1c1c[nH]c(=O)[nH]c1=O
 : 0.1, -4, 6, -1, -1, -1, 2, -4, -6
CCN1CCN(C(=O)c2nn(C)c3c2CS(=O)(=O)c2ccccc2-3)CC1
 : 0.4, -2, -1, 6, -1, -1, 0, 7, 1
CC1Cc2ccccc2N1S(=O)(=O)c1cccc(C(=O)NCc2ccccn2)c1 (stereo not drawn)
 : x, 7, x, -3, 0, x, x, -4, -1
Cc1nn(-c2ccccc2)c(C)c1NC(=O)COC(=O)/C=C/c1ccccc1
 : -1.6, -2, 4, -1, -3, 0, 3, 0, 0
S=c1[nH]nc(C2CCCCC2)n1/N=C/c1ccccc1
 : 1.7, -7, -1, -7, 2, -1, -2, -22, -4
CC(C)CN1CCN(Cc2nc3ccccc3s2)CC1CCO (stereo not drawn)
 : -1.4, 4, 3, 4, 1, 1, 1, 3, -6
COC(=O)CCC(=O)c1oc2ccc(Cl)cc2c1NC(=O)CCCN1C(=O)c2ccccc2C1=O
 : 1.0, 0, 3, 6, 1, 3, -2, 5, -2
COc1ccc(OC)c(S(=O)(=O)Nc2ccc3oc4c(c3c2)C(=O)CCC4)c1
 : -2.0, 4, -4, 4, 10, -3, 3, 3, 1
CCOc1ccc(C(C#N)N2CCOCC2)cc1OC (stereo not drawn)
 : -1.9, 0, -1, 3, -2, -1, -4, 2, 2
COc1ccc(Nc2nc3ccccc3nc2-n2nc(C)cc2C)cc1
 : -1.3, 0, 4, -3, 8, 0, 10, 0, 0
CCOC(=O)CNC(=O)CSc1ncnc2c1cnn2-c1ccc(Cl)cc1
 : -2.2, -6, 5, 0, 1, -4, 1, 5, 4
COc1ccc(CCNC(=O)c2ccc3c(c2)N(Cc2ccccc2)CCS3)cc1OC
 : -0.7, 1, -8, 3, 20, 0, 5, -4, 0
Cc1nnc(NC(=O)c2ccc(C)c(S(=O)(=O)N3CCCCCC3)c2)s1
 : -1.8, 3, -18, 3, -2, -3, -4, -3, 4
CCCn1c(CCC(=O)O)nc2cc(S(=O)(=O)N(CC)CC)ccc21
 : 1.8, -3, 7, 5, 0, -4, 6, -1, -2
COc1ccc(C(C)=O)cc1CSc1ncccn1
 : -0.8, -2, -1, -3, 3, 0, 0, -1, 0
C#CC(CC)(CC)NC(=O)c1nn(-c2ccccc2Cl)c(C)cc1=O
 : 3.2, -2, 0, 0, -2, -1, 0, 4, -3
O=C(COc1ccc([N+](=O)[O-])cc1)Nc1ccc(C(=O)Nc2ccccc2C(=O)O)cc1
 : -1.4, 1, -18, 6, -8, 1, -5, 4, -5
Cn1nc(-c2ccc(Cl)cc2)c2cc(C(=O)N3CCCC3)sc21
 : 0.9, 4, 4, 1, -10, -1, 1, 2, 2
O=S(=O)(NC1CCCCC1)c1cccc2nsnc12
 : 1.0, 1, 5, 1, -1, 0, -3, 0, -2
Cc1ccc2nc(-c3ccc(NC(=O)CSc4ccccc4)cc3)[nH]c2c1
 : 1.7, 1, -2, 0, -12, 2, -12, 4, -3
COCCN(C(=O)/C=C/c1ccccc1)c1nnc(-c2cccnc2)s1
 : 1.9, 6, -8, -3, -2, 0, -3, 0, 2
CN(CCC1CCOCC1)C(=O)c1cc(COc2c(F)cccc2F)on1
 : 0.7, 1, 5, 2, 3, -3, -4, -6, -5
C[C@@H]1CC(=O)[C@H]2CC(CO)=CCC[C@@H]2[C@@]1(C)CC/C(=C/CO)CO
 : x, 80*, 2, 4, -2, -6, 5, 0, -2
CCOC(=O)Cn1c(=NC(=O)CSC(C)=O)sc2cc(F)ccc21
 : 4.6, 2, 0, 8, -5, 0, -2, 6, 3

The list goes on:
SMILES,MEX-5 binding,GLD-1 RNA inh,GSTO1 counter,Bcl-xL primary,PME-1 inh,TPT1 inh,Fam108B inh,MCL1-BIM inh,PAD4 FP inh
Cn1c(SCC(N)=O)nnc1-c1cnccn1,1.4,-5,2,8,-1,2,3,2,-4
CCOCCCNC(=S)N1CCC(NC(=O)c2ccco2)CC1,-1.6,7,-6,8,2,-3,0,11,0
CCOc1ccc(/C=N/Nc2cc(=O)n(C)c(=O)n2C)cc1,-0.8,-3,6,2,15,-1,2,16,0
CCNc1nc(NCC)nc(ON=C(C)C)n1,0.5,2,3,6,-4,-1,1,4,-1
COc1ccc(NC(=O)CSc2nccn2Cc2ccc(F)cc2)c(OC)c1,3.9,6,-2,-1,0,0,-2,-4,8
CCOc1ccc(CCNC(=O)c2ccccc2OCc2c(C)noc2C)cc1OCC,-3.1,2,-3,0,6,1,0,-3,4
CCCCN(C(=O)CSc1nnc(-c2ccccc2)o1)c1c(N)n(CCC)c(=O)[nH]c1=O,x,-1,x,2,2,x,x,11,-1
O=C(O)c1ccc(CSc2nc3ccccc3c(=O)n2-c2ccccc2)cc1,0.3,8,4,5,2,-7,-2,8,1
CCN(C(=O)/C=C/c1ccc(OC)cc1)C1CCS(=O)(=O)C1 (stereo not drawn),-2.3,3,0,3,-3,0,-1,-6,-2
CC(NC(=O)c1ccccc1SCC(=O)N1CCCC1)c1ccccc1 (stereo not drawn),-0.4,0,-4,1,5,-1,3,1,3
COc1ccc(Cc2nnc(SC)[nH]c2=O)cc1OC,-0.2,12,5,4,-6,-3,0,-6,0
COc1ccccc1Cn1c(=S)[nH]c2cc(C(=O)NCCCN3CCOCC3)ccc2c1=O,-1.7,9,20,-9,-3,0,-7,-9,-3
CC1Cc2ccccc2N1C(=O)Cn1nnc(-c2ccccc2NC(=O)C2CCC2)n1 (stereo not drawn),1.0,3,-2,-1,-4,-3,-1,6,-1
CCOC(=O)c1ccccc1NC(=O)COC(=O)CCC(=O)c1ccc(C)cc1,2.0,7,2,1,5,-1,2,0,-3
O=C(NC1CCS(=O)(=O)C1)C1CCCC1 (stereo not drawn),0.9,-3,4,4,-1,-3,-1,12,5

Entries from the list above with fluorine, in the order listed:
SMILES,MEX-5 binding,GLD-1 RNA inh,GSTO1 counter,Bcl-xL primary,PME-1 inh,TPT1 inh,Fam108B inh,MCL1-BIM inh,PAD4 FP inh
CN(CCC1CCOCC1)C(=O)c1cc(COc2c(F)cccc2F)on1,0.7,1,5,2,3,-3,-4,-6,-5
CCOC(=O)Cn1c(=NC(=O)CSC(C)=O)sc2cc(F)ccc21,4.6,2,0,8,-5,0,-2,6,3
COc1ccc(NC(=O)CSc2nccn2Cc2ccc(F)cc2)c(OC)c1,3.9,6,-2,-1,0,0,-2,-4,8

Further structures.
SMILES,MEX-5 binding,GLD-1 RNA inh,GSTO1 counter,Bcl-xL primary,PME-1 inh,TPT1 inh,Fam108B inh,MCL1-BIM inh,PAD4 FP inh
CC(=O)c1ccc(NC(=O)C2CCCN(S(=O)(=O)c3ccc(-n4cnnn4)cc3)C2)cc1 (stereo not drawn),0.5,-4,4,4,1,0,2,4,-4
Cn1c(=O)c2c(nc(N/N=C/c3ccc(OC(=O)c4ccco4)cc3)n2Cc2ccccc2)n(C)c1=O,2.0,0,-3,1,23,-1,10,1,0
CCOC(=O)C(NC(=O)Nc1ccc(F)cc1F)(Oc1ccc(F)cc1)C(F)(F)F (stereo not drawn),1.5,1,3,9,-3,-3,7,8,-1
Cc1ccc(NS(=O)(=O)c2c(C)[nH]c(C)c2C(=O)N2CCCC2)cc1,-5.0,7,4,3,1,-5,-1,-1,-2
O=C(Nc1cccc2cccnc12)c1ccccc1Cl,0.7,5,-5,1,-4,-1,0,-1,-1
Cc1ccc(N=C2NC(=O)CS2)c(C)c1,2.4,0,9,3,-4,-4,-1,3,0
Cc1ccc2[nH]cc(CCNC(=O)C3CCCO3)c2c1 (stereo not drawn),0.3,8,-3,6,1,-2,0,10,2
COc1ccc(C(=O)N2CCN=C2SCc2cccnc2)cc1OC,-1.5,-7,-2,-4,0,1,-4,-13,-1
CCC(C(=O)NCC1CCCO1)N(Cc1ccccc1)C(=O)CNS(=O)(=O)c1ccccc1 (stereo not drawn),-3.0,3,5,4,5,-5,2,-4,0
COc1ccc(/C=C/C(O)=C2/C(=O)NC3(C)CC2c2ccccc2O3)c(OC)c1OC (stereo not drawn),-1.8,1,6,7,6,-4,4,3,-1
CCCCn1nnnc1NCc1ccc(OC)c(OC)c1OC,1.0,-4,-4,2,9,0,0,-1,-3
CC1=NN(C(C#N)c2ccccc2C)C(C)(C)C1 (stereo not drawn),1.3,2,7,4,2,0,0,3,0
C=CCn1c(CNC(=O)CCC)nc2ccccc21,2.4,8,-1,-1,-11,-5,-2,0,-7
CSCC[C@H](NC(=O)c1ccco1)c1nnc2ccccn12,1.3,-3,1,7,-5,-2,2,6,-2
Cc1cc(NC(=O)CN(C)CC(=O)Nc2ccc(F)c(F)c2F)no1,x,1,x,4,2,x,x,0,3
CCOC(=O)Nc1ccc2c(C)cc(=O)oc2c1,2.4,3,-2,-1,2,3,-1,4,-2
CNS(=O)(=O)c1cccc(C(=O)NCC(c2cccs2)N(C)C)c1 (stereo not drawn),-0.7,-1,4,8,0,0,3,11,-2
O=C(Cc1ccccc1)NCCN1CCCC1,-0.3,-2,14,8,-7,-6,-2,5,0

Random excerpt: 3 entries already listed
SMILES,MEX-5 binding,GLD-1 RNA inh,GSTO1 counter,Bcl-xL primary,PME-1 inh,TPT1 inh,Fam108B inh,MCL1-BIM inh,PAD4 FP inh
Cc1ccc2[nH]cc(CCNC(=O)C3CCCO3)c2c1 (stereo not drawn),0.3,8,-3,6,1,-2,0,10,2
CNS(=O)(=O)c1cccc(C(=O)NCC(c2cccs2)N(C)C)c1 (stereo not drawn),-0.7,-1,4,8,0,0,3,11,-2
CCOC(=O)Nc1ccc2c(C)cc(=O)oc2c1,2.4,3,-2,-1,2,3,-1,4,-2
